# Compound activity from PubChem BioAssay.
# USP1-UAF1 inh: Inhibitors of USP1/UAF1: Primary Screen; Ubiquitin carboxyl-terminal hydrolase 1 (Homo sapiens), O94782; recombinant USP1/UAF1, Ub-Rhodamine cleavage fluorescence; Potency, µM (doses to about 57.1 µM), for inactives: at the top dose activity change, negative = inhibition, usual class: inhibitors; actives 0.23% (n = 390,000); note: potency is the fitted concentration of half-maximal effect; % is set by controls: 0 for no effect and ±100 for the full control effect; nearly all actives have a fitted effect of over 60% in size; inactives centre near -12
#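 1 nM enzyme complex + cpd, 15 min RT; start with Ub-Rho 150nM final; kinetic fluorescence ex 480/em 540, 6 reads q60 s. Buffer 50mM HEPES pH 7.8, 0.5mM EDTA, 0.1 mg/ml BSA, 1mM TCEP, 0.01% Tween-20.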
# GLS inh: qHTS for Inhibitors of Glutaminase (GLS). GLS enzymatic activity, qHTS titration. actives 0.21% (n = 410,000). Glutaminase kidney isoform, mitochondrial (Homo sapiens), O94925. Potency, µM (highest dose often 45.5 µM), without a hit: at the top dose activity change, negative = inhibition, actives largely listed as inhibitors; note: potency is the fitted concentration of half-maximal effect; % is set by controls: 0 for no effect and ±100 for the full control effect
#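 hKGA in 45 mM KH2PO4 pH 8.2, 0.02% Tween-20 with pin-transferred compounds; 1 mM L-glutamine (stock) plus glutamate oxidase/HRP/Amplex Red coupling added. Fluorescence read initially and after 30 min at RT.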
# IDH1 R132H inh: qHTS for Inhibitors of mutant isocitrate dehydrogenase 1 (IDH1): qHTS. IDH1-R132H enzyme, NADPH consumption, diaphorase/resazurin fluorescence. actives 0.093% (n = 390,000). Potency, µM (highest dose often 76.6 µM), for the others: top-dose activity change, negative = inhibition, most hits filed as inhibitors; note: potency is the fitted concentration of half-maximal effect; % is set by controls: 0 for no effect and ±100 for the full control effect; nearly all actives have a fitted effect of over 65% in size
# Target sequence (O75874 whole entry R132H, stated change not applied): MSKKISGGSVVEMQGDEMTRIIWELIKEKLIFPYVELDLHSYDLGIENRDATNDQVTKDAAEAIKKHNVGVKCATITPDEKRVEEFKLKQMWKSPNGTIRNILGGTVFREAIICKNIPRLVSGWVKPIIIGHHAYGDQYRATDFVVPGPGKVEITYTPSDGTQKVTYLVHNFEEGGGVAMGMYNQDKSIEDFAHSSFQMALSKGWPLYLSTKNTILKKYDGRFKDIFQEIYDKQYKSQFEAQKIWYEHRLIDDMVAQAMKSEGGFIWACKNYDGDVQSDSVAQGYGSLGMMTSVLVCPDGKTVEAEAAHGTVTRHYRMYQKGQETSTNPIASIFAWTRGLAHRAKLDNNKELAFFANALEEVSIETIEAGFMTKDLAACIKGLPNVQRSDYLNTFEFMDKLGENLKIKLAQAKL
#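 IDH1-R132H (0.5 ug/mL dispensed) in pH 7.5 Tris buffer was preincubated 30 min with compound, then given a substrate mix of 0.016 mM NADPH and 2 mM alpha-KG for 80 min at room temperature; remaining NADPH was read by diaphorase/resazurin fluorescence.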
# Pin1 inh: qHTS Assay to Find Inhibitors of Pin1; AID 504891, 2011; Peptidyl-prolyl cis-trans isomerase NIMA-interacting 1 (Homo sapiens), Q13526; Potency, µM (highest dose often 115 µM), inactives show at the highest dose activity, negative = inhibition, hits mostly inhibitors; Pin1 FP peptide displacement, HiFluor488, 10 min; actives 0.009% (n = 390,000); active = well fitted inhibition curve with a large enough effect in the polarisation, with a control signal flat, not every such curve was filed as active; inconclusive = small, poorly fitted or top-dose-only effect, or effect the other way, or a change in a side signal; inactive = no such curve, though single readings can be large or run the other way; the % refers to the polarisation; note: potency is the fitted concentration of half-maximal effect; % is set by controls: 0 for no effect and ±100 for the full control effect
# HP1b chromo inh: HTS for Inhibitors of HP1-beta Chromodomain Interactions with Methylated Histone Tails. actives 0.56% (n = 390,000). Chromobox protein homolog 1 (Homo sapiens), P83916. AlphaScreen HP1-beta / biotin-H3K9me3 peptide binding. Potency, µM (highest dose often 114 µM), without a hit: at the highest dose activity change, negative = inhibition, most hits filed as inhibitors; note: potency is the fitted concentration of half-maximal effect; nearly all actives have a fitted effect of over 70% in size; inactives centre near 23
# Target sequence (P83916 whole entry, looked up): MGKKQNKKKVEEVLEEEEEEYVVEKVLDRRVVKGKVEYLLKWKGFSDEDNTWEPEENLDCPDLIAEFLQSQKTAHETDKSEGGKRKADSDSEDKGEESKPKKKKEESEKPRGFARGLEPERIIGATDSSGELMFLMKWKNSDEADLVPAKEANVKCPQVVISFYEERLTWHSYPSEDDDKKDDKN
#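 HP1-beta protein (50 nM final) preincubated 30 min at room temperature with biotinylated H3(1-18)K9me3 peptide (50 nM) in PBS pH 7.4, 0.01% Tween-20, then compound added for 30 min. AlphaScreen streptavidin donor/nickel chelate acceptor beads (10 ug/mL final), 30 min dark, luminescence read.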
# TrxR1 inh: qHTS Assay for Inhibitors of Mammalian Selenoprotein Thioredoxin Reductase 1 (TrxR1): qHTS; recombinant rTrxR1, NADPH fluorescence consumption, selenite substrate; actives 1% (n = 390,000); AID 588453, 2011; Thioredoxin reductase 1, cytoplasmic (Rattus norvegicus), O89049; Potency, µM (top dose mostly 114 µM), for inactives: at the top dose activity change, negative = inhibition, hits mostly inhibitors; note: potency is the fitted concentration of half-maximal effect; % is set by controls: 0 for no effect and ±100 for the full control effect; nearly all actives have a fitted effect of over 65% in size
#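 Rat TrxR1 (90 nM in the dispensed reagent) was pre-reduced with 400 uM NADPH for 5 min at room temperature, then incubated with compound for 15 min. After 400 uM selenite was added, NADPH fluorescence (Ex 340/Em 450 nm) was followed for 8 min.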
# PI4K2A block: qHTS for small molecular inhibitors of PI4K2A; purified PI4K2A, ADP-Glo luminescence, 1 h; active compounds read low; activity change, negative = inhibition, % at 76.9 µM; Phosphatidylinositol 4-kinase type 2-alpha (Homo sapiens), Q9BTU6; actives 0.13% (n = 420,000); in the data active = activity change below about -50%; inconclusive = mostly about -30% to -49%;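 note: -100% = wells without enzyme as full effect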
# Target sequence (Q9BTU6 whole entry, looked up): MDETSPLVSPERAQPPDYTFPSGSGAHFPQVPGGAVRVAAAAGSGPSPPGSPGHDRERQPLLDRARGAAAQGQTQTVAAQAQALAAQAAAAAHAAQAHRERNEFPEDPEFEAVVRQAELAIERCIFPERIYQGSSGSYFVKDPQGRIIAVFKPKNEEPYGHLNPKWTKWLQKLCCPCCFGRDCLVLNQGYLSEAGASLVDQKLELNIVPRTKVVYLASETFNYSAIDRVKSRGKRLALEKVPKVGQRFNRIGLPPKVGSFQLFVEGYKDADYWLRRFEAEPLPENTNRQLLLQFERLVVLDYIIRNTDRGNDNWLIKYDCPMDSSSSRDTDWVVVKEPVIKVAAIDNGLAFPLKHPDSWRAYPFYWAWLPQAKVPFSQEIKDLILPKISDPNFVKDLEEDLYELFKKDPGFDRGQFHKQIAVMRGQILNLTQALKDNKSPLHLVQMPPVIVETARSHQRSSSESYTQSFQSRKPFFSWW
#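 In this quantitative HTS, ADP production by PI4K2A was quantified luminescently after 1 h at ambient temperature; 100 microM adenosine served as plate-quality control.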
# TrxR1 substrate: qHTS Assay for Substrates of Mammalian Selenoprotein Thioredoxin Reductase 1 (TrxR1): qHTS. purified TrxR1 substrate turnover, NADPH consumption readout. Potency, µM (series often up to 114 µM), for the others: top-dose activity change, negative = substrate turnover. actives 0.01% (n = 390,000); note: potency is the fitted concentration of half-maximal effect; % is set by controls: 0 for no effect and ±100 for the full control effect; nearly all actives have a fitted effect of over 50% in size
#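 Rat TrxR1, dispensed at 90 nM, was prereduced with 400 uM NADPH (final) for 5 min at ~22 deg C, then incubated with compound 15 min before 400 uM selenite. A first-read NADPH fluorescence drop versus no-compound background flagged substrates.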
# Tb PGK inh: qHTS Assay to Find Inhibitors of Phosphoglycerate Kinase; Phosphoglycerate kinase, glycosomal (Trypanosoma brucei brucei), P07378; PGK/GAPDH coupled, Kinase-Glo luminescence, 60 min; Potency, µM (top dose mostly 57.5 µM), without a hit: top-dose activity change, negative = inhibition, most hits filed as inhibitors; actives 0.043% (n = 380,000); note: potency is the fitted concentration of half-maximal effect; % is set by controls: 0 for no effect and ±100 for the full control effect; nearly all actives have a fitted effect of over 60% in size
#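 Recombinant glycosomal PGK reaction used 1,3-bisphosphoglycerate generated in-well by GAPDH (100nM final) in 100mM TEA pH 7.6, 5mM MgCl2, 0.01% Tween-20. After 60 minutes at room temperature, ATP was read by Kinase-Glo Plus luminescence end-point.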
# Numbers without * were called inactive; i = inactive; ? = inconclusive; · = no result given; & = joins results of further samples; [ ] = remark or other dose. Unless noted, calls come from the whole dose curve; as a rule, active = well fitted curve in the direction sought with a large enough effect; inconclusive = small, poorly fitted or top-dose-only effect, or another doubt; inactive = no such curve, though single readings can be large; an effect the other way counts as inactive or inconclusive. These rows are one share of the data. The share of hits here may be higher or lower than overall.
SMILES,USP1-UAF1 inh,GLS inh,IDH1 R132H inh,Pin1 inh,HP1b chromo inh,TrxR1 inh,PI4K2A block,TrxR1 substrate,Tb PGK inh
CCN1CCN(Cc2nc3c(c(=O)n(C)c(=O)n3C)n2CCc2ccccc2)CC1,-8%,-2%,17%,0%,58%[activator],3%[57.1 µM],-2,2%[57.1 µM],i
Fc1ccc(NC(=S)Nc2cccc3ccccc23)cc1,-24%,-3%,1%,-9%,1%,2%,0,28%,-8%
CCOc1ccc(NC(=O)C2CC3CCC2C3)cc1 (centres undefined),-7%,15%,0%,8%,?,3%[57.1 µM],0,1%[57.1 µM],10%
O=C(Nc1ccc(S(=O)(=O)NCc2ccccc2)cc1)Nc1ccc2c(c1)OCO2,-4%,3%,5%,0%,5%,25%,4,8%,-2%
O=C(OCc1ccccc1)N1CCCC2CC1c1ccccc12 (centres undefined),-14%,-3%,-3%,·,·,·,-4,·,-12%
O=C(CCN1C(=O)/C(=C/c2ccccc2Cl)SC1=S)NCCCN1CCOCC1,-23%,3%,4%,17%,6%,-7%,-3,-1%,-6%
CCC(=O)N1CCc2cc(Br)cc(S(=O)(=O)NCCc3cccc(C)c3)c21,-28%,-9%,-5%,18%,15%,-1%[57.1 µM],1,-11%[57.1 µM],i
CC(=O)Nc1ccc(S(=O)(=O)N2CCN(C)CC2)cc1,-3%,6%,10%,-3%,16%,16%[57.1 µM],2,8%[57.1 µM],-9%
COCCCN(C(=O)c1cc(C)oc1C)c1c(N)n(CC(C)C)c(=O)[nH]c1=O,-19%,-9%,4%,-1%,33%,20%,8,4%,-2%
Cc1ccc(NC(=S)N(CCC(C)C)C(C)c2ccncc2)c(Cl)c1 (centres undefined),-11%,-7%,-21%,0%,24%,2%,-7,-6%,i
Cc1cc(NC(=O)CN2CCC(n3nnc4cc(C(F)(F)F)ccc43)CC2)no1,-18%,5%,10%,-1%,18%,1%,1,-2%,i
Cc1ccc(Nc2ccc(C(=O)O)cc2[N+](=O)[O-])cc1,-9%,-5%,-8%,-5%,?,-5%[57.1 µM],1,3%[57.1 µM],-4%
O=C(Nc1ccccn1)C(=O)N1CCCCC1,-6%,0%,3%,?,51%,8%,1,6%[0.457 µM],-5%
CCN(CC(=O)NCc1cccs1)c1ccc(S(=O)(=O)N2CCN(C)CC2)cn1,-1%,7%,-11%,-6%,9%,17%,1,-1%,-8%
CS(=O)(=O)Nc1ccc(C(=O)Nc2ccc3ccccc3c2)cc1,-33%,-15%,2%,1%,37%,-9%[57.1 µM],-2,-7%[57.1 µM],-9%
COc1cc(OC)c(C(=O)NCc2nc(-c3ccccc3)no2)cc1OC,-22%,-7%,5%,1%,2%,18%,-5,3%,-3%
COC1=C2C[C@H](C)C[C@H](OC)[C@@H](O)[C@@H](C)C=C(C)[C@H](OC(N)=O)[C@@H](OC)C=CC=C(C)C(=O)NC(=CC1=O)C2=O,·,·,·,4%,16%,50µM*,·,-1%,·
O=C(Nc1ccc(Br)cc1C(=O)O)c1ccc2c(c1)C(=O)N(Cc1ccccc1)C2=O,-27%,3%,-1%,·,-26%,16%[57.1 µM],-1,7%[57.1 µM],-20%
COc1ccc(OC)c(CCNC(=O)c2ccccc2NC(=O)C2=C(C)OCCS2)c1,-13%,-4%,0%,-1%,8%,6%,-13,2%,i
Cc1cc(Cl)ccc1OCCCC(=O)N1CCN(C)CC1,6%,7%,-7%,-2%,8%,6%,7,0%,4%
O=C1COc2ccc(C(=O)COC(=O)c3ccc(Cl)cc3[N+](=O)[O-])cc2N1,-2%,-8%,4%,1%,3%,-26%,-1,-3%,2%
Cc1ccc(C)c(N(CC(=O)NCCc2ccccc2)C(=O)CCC(=O)Nc2ccccn2)c1,-7%,-3%,1%,-1%,8%,26%[57.1 µM],0,-1%[57.1 µM],i
CC(=O)N1CCCc2cc(S(=O)(=O)N3CCC(C(=O)NCc4ccc(F)cc4)CC3)ccc21,-6%,-1%,25%,0%,10%[57 µM],12%[57.1 µM],-2,-4%[57.1 µM],i
CN(C)S(=O)(=O)c1cc(NC(=O)[C@H](Cc2ccccc2)N2C(=O)c3ccccc3C2=O)ccc1Cl,-24%,1%,7%,27%,10%,11%,-3,0%,-9%
COc1cc(NC(=O)Cn2c([N+](=O)[O-])cnc2C)c(OC)cc1Cl,-16%,-4%,0%,0%,40%[activator],19%,1,6%,-10%
COc1ccc(CNC(=O)CN(Cc2ccc(OC)cc2)C(=O)c2csnn2)cc1,-19%,-8%,4%,4%,48%[activator],-5%,3,-6%,-1%
O=C1CC(N2CCN(c3ccccc3)CC2)C(=O)N1c1cccc(Cl)c1 (centres undefined),-23%,11%,-3%,-3%,54%[activator],23%,-4,5%[2.29 µM],-5%
C=CCOc1ccc(/C=C/C(=O)OCC(=O)NCC2CCCCC2)cc1,-17%,0%,6%,-5%,14%,6%,-6,4%,-10%
COc1ccc(CNC(=O)C2CCN(S(C)(=O)=O)CC2)cc1,-11%,12%,5%,-3%,-10%,9%[57.1 µM],1,9%[57.1 µM],3%
Cc1ccc(NC(=O)C(=O)NNC(=O)c2ccccc2C)cc1Cl,-16%,-3%,4%,1%,42%[activator],8%,-4,-1%,-9%
CNC(=O)Nc1ccc2nc(C)sc2c1,-16%,15%,19%,-1%,-1%,8%,0,2%,7%
Cc1cc(-n2c(C)cc(C(=O)CN3C(=O)NC4(CCCC4)C3=O)c2C)no1,2%,-4%,-3%,-3%,18%,-3%,-1,-6%,-5%
NC(=O)NC(=O)COC(=O)CCCSc1nc2ccccc2s1,4%,-4%,-6%,-1%,6%,-28%,0,-15%,1%
COC(=O)[C@H](C)NC(=O)NCc1ccccc1F,6%,-4%,-1%,0%,27%,4%[0.457 µM],-1,-2%,5%
NS(=O)(=O)c1ccc(CCNC(=O)c2cncc(Br)c2)cc1,-17%,?,2%,?,?,-1%,-1,-4%,-6%
N#Cc1nc(N)nc(N(c2ccccc2)c2ccccc2)n1,7%,1%,14%,0%&-10%,44%[activator],-18%&-31%,37,9%[57.1 µM],4%
CN=C(NC#N)SCC(=O)c1ccc(Cl)cc1Cl,-11%,9%,0%,-4%,2%,9%[11.4 µM],3,9%[57.1 µM],2%
O=c1ccn([C@@H]2O[C@H](CNS(=O)(=O)C3CC3)[C@@H](O)[C@H]2O)c(=O)[nH]1,-26%,-2%,9%,-3%,55%[activator],2%,2,3%,i
Cc1cnc(NS(=O)(=O)c2ccc(Cl)cc2)c(Br)c1,-9%,3%,5%,-11%,58%[activator],30%[11.4 µM],-5,-15%[11.4 µM],-16%
CNc1c(NS(=O)(=O)c2ccc(Cl)cc2)c(=O)oc2ccccc12,-22%,35%[activator],0%,-2%,31%,7%,1,-1%,i
Nc1ncnc2c1ncn2CCNCCc1ccccc1,2%,4%,10%,-4%,23%,-10%[57.1 µM],2,4%[57.1 µM],1%
CCS(=O)(=O)NCCc1cc2c(OC)ccc(OC)c2[nH]c1=O,-18%,-21%,2%,0%,-7%,26%[57.1 µM],0,-7%,i
CCOC(=O)C1(C)/C(=N/Nc2ccccc2)C(=O)C(=O)N1c1ccccc1 (centres undefined),-8%,59%[activator],11%,3%,40µM*,-5%,-12,8%,-11%
Cc1nn(CCCC(=O)Nc2c(F)cc(F)cc2Br)c(C)c1[N+](=O)[O-],-19%,-1%,0%,3%,19%,32%,2,14%,-10%
NC(=O)c1ccccc1NC(=O)C1CCCN(c2ncnc3onc(-c4ccc(F)cc4)c23)C1 (centres undefined),-12%,1%,-17%,-9%,28%,20%,0,1%,11%
Cc1ccc(S(=O)(=O)N2CCC(C(=O)OCC(=O)N3C(C)CCCC3C)CC2)cc1C (centres undefined),-4%,1%,3%,·,·,·,-4,·,1%
Cc1nc(NC(C)C)c2cnn(CCc3ccccc3)c2n1,7%,-16%,3%,0%,28%,-16%[57.1 µM],-6,7%[57.1 µM],4%
COc1cc(NC(=O)N2CCSc3ccccc32)cc(OC)c1OC,-12%,-7%,-9%,-5%,-17%,14%,3,-2%,i
Cc1ccc(Cl)cc1NC(=O)CN1CCN(C(=O)C2CCCO2)CC1 (centres undefined),6%,2%,-1%,-2%,12%,7%,0,-2%,-2%
